ERp5 inh – inhibitors of ERp5-driven insulin aggregation, primary screen, biochemical, turbidity, absorbance 650 nm, single point; Protein disulfide-isomerase A6 (Homo sapiens), Q15084; 90 min; inhibition, % at 9.99 µM; 350,000 tested, 0.05% active; AID 651711, 2012;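 active = mean replicate inhibition above about 25%, with every replicate also reaching it, limit read from the data, passing the limit was not always enough; inconclusive = only one of those two criteria met; inactive = neither criterion met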
Target sequence (Q15084 whole entry, looked up): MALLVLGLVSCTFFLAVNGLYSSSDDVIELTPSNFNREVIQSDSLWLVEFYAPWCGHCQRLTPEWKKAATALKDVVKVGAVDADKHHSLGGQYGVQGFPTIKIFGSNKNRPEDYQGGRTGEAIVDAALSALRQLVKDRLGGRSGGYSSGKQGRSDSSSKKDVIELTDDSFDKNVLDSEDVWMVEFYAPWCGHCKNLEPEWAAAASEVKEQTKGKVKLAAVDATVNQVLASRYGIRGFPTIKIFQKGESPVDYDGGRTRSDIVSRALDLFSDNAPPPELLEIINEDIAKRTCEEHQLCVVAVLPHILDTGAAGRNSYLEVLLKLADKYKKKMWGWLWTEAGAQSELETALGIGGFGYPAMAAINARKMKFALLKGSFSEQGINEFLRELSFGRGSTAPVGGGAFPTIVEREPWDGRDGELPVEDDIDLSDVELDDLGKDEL
miR122 inh – miR-122 Renilla sensor signal increase in Huh7, primary screen, miR-122 inhibitor project, cell-based, single point, plate reader; Huh7 miR-122 Renilla luciferase sensor, 48 h; neutral wells = 0, positive control = 100; activation (reporter increase), % at 12.5 µM; 340,000 tested, 0.3% active;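 active = mean replicate activation score at least 90 and every replicate individually at or above 90; inconclusive = only one of the two criteria met; inactive = neither criterion met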;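 also: higher luciferase means less miR-122 activity so hits act as miR-122 inhibitors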
Casp6 inh – human caspase-6 inhibitors, primary screen, biochemical, VEID-R110 fluorescence, single point, set 2. P55212. purified caspase-6, Z-VEID-R110 cleavage fluorescence. inhibition, % at 12.5 µM. 350,000 tested, 0.53% active;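 active = mean inhibition across replicates at least about 35%, with every replicate also reaching that limit, limit read from the data; inconclusive = only one of the two criteria met; inactive = neither criterion met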;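 also: 0% = median of neutral control wells and 100% = no fluorescence left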
Target sequence (P55212 24-179 limits assumed): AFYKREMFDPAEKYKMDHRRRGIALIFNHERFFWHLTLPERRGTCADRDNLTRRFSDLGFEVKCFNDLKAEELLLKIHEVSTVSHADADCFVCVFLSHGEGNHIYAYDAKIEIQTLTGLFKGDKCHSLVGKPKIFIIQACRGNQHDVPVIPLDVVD
Target sequence (P55212 194-293 limits assumed): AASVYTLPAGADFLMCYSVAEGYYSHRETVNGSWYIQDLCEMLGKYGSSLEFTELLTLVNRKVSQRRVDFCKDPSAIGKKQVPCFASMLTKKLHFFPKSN
ERAP1 inh – human ERAP1 aminopeptidase inhibitors, primary screen, biochemical, single point, plate reader; Endoplasmic reticulum aminopeptidase 1 (Homo sapiens), Q9NZ08; recombinant ERAP1, Leu-AMC fluorescence, 60 min; inhibition, % at 10.7 µM; 340,000 tested, 0.15% active;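 active = mean replicate inhibition of at least 30%, or all replicates individually reaching that 30% level; inactive = mean below 30% and not every replicate reaching it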;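 also: 0% = neutral control wells and 100% = L-leucinethiol positive control wells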
SIRT5 block – SIRT5 desuccinylase inhibitors, primary screen, biochemical, fluorescence imaging, single point, set 5. 330,000 tested, 1.1% active. NAD-dependent protein deacylase sirtuin-5, mitochondrial (Homo sapiens), Q9NXA8. AID 652115, 2013. Purified SirT5, succinyl-peptide AMC, trypsin-coupled fluorescence. inhibition, % at 15 µM; in the data active = inhibition above about 15%; inconclusive = no clear call, values can overlap the other calls
Target sequence (Q9NXA8 whole entry, looked up): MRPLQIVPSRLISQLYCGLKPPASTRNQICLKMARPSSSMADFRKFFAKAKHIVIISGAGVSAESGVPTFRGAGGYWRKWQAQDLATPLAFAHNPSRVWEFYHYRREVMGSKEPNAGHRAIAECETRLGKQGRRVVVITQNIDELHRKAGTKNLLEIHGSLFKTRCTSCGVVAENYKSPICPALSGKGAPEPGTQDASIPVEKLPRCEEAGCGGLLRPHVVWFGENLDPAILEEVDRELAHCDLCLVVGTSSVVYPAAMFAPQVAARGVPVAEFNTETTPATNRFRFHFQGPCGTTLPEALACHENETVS
F508del corr – F508del CFTR correction, initial screen, CFBE line, single point | CFBE cells, YFP halide quenching; stimulated with forskolin plus potentiator P3; % fluorescence drop versus neutral controls | activity (quench increase), % at 7.58 µM | 350,000 tested, 0.36% active | AID 720511, 2013;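 active = mean added fluorescence quench of at least 8% versus neutral control, with both replicates also reaching 8%; inconclusive = only one of the mean or replicate conditions met; inactive = mean below 8% and not both replicates reaching 8%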;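 also: cells transiently co-express mutant CFTR-F508del with the halide-sensitive YFP; corrector assay measuring rescue of mutant channel to the surface after 24 h compound exposure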
DENV2 CPE rescue – inhibitors of DENV2 cytopathic effect, primary screen, cell-based, plate reader, single concentration. DENV2-infected cells, cytopathic effect rescue. CPE inhibition, % at 9.99 µM. 350,000 tested, 1.7% active. AID 651640, 2012; in the data active = CPE inhibition above about 20%, passing the limit was not always enough; inconclusive = no clear call, values can overlap the other calls; tested in BHK-21 cells;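 also: 0% = median of neutral control wells and 100% = median of positive control wells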
Starred values were filed as active, the others as inactive; ? = inconclusive; . = no result given; [ ] = dose if it differs, or a comment.

mol	ERp5 inh	miR122 inh	Casp6 inh	ERAP1 inh	SIRT5 block	F508del corr	DENV2 CPE rescue
O=C1[C@H](Cc2ccccc2)NCCCC[C@@H](c2ccco2)N1Cc1ccccc1	1	3	-3	.	.	0.9	-24
O=C(C[C@H]1C=C[C@@H](NC(=O)Nc2cc(F)ccc2F)[C@H](CO)O1)NCc1ccccn1	2	.	-3	-2	3	-1.0	3
COc1ccc(-c2ccc3c(c2)[C@@H]2[C@@H](CCN2S(=O)(=O)c2ccccc2F)[C@H](CO)N3C)cc1	1	4[16.7 µM]	-1	-3	0	-1.8	8
CCCC(=O)N1CC2(C1)CN(Cc1cccnc1)[C@H](CO)c1[nH]c3cc(OC)ccc3c12	-4	.	0	-2	5	-1.6	6
COc1ccc(S(=O)(=O)Nc2ccc3c(c2)C(=O)N([C@@H](C)CO)C[C@@H](C)[C@@H](CN(C)CC2CCCCC2)O3)cc1	2	-7[16.7 µM]	1	1	-2	2.1	-6
COc1ccc(NC(=O)CSc2nc3cccnc3n2C)cc1	1	.	1	-5	2	3.6	10
O=C(C[C@@H]1CC[C@@H](NC(=O)Nc2ccc(F)cc2)[C@H](CO)O1)NCc1ccccn1	-5	.	-2	-1	-1	0.4	14
CC(C)n1c(O)c(N=NC(=O)CNC(=O)CCc2ccccc2)c2ccccc21	-2	1	-1	0	3	-0.9	5
CCOC(=O)C1CCN(C(=O)Cn2ncc3c([nH]c4ccccc43)c2=O)CC1	0	-3	-1	0	-1	-0.5	10
Cc1cccc(-n2ncc3c(NC4CCCCC4)ncnc32)c1	3	4	-1	.	.	1.0	20
CCCC(=O)N(Cc1cc(=O)[nH]c2ccccc12)c1ccc(OC)cc1	2	.	6	5	0	0.2	2
Brc1ccc(-c2nnc(-c3cccnc3)o2)cc1	-1	.	-1	-2	-1	2.6	82*
N#Cc1c(C(F)(F)F)cc(-c2cccs2)nc1N1CCCCC1	1	.	9	-7	6	-32	7
Nc1[nH]c(C(=O)c2ccc(Br)cc2)c(-c2ccc(F)cc2)c1C(=O)NCCc1c[nH]c2ccccc12	4	.	-3	-1	0	0.8	26*
Cc1cccc2c(=O)oc(-c3ccccc3Cl)nc12	4	.	-7	-4	-1	1.2	0
CSc1ccc(OC2(C)CCN(Cc3ccc(C(C)C)cc3)C2)cc1 (stereo not given)	-6	.	2	5	-2	2.0	7
Cc1ccccc1NC(=O)COC(=O)COc1ccc2ccc(=O)oc2c1	1	-2	-1	-6	-1	.	-4
Cc1ccc(-c2ccc([C@@H]3[C@@H](CO)N4C(=O)CN(C(=O)Nc5cccc(F)c5)C[C@H]34)cc2)cc1	-5	.	-1	-1	4	2.1	-1
FC(F)(F)c1ccc(Nc2nnnc3ccccc23)cc1	2	.	0	-1	-7	-4.6	17
CC(=O)Oc1ccc(C(=O)Nc2ccc(C3(C#N)CCCC3)cc2)cc1	2	32	-3	-3	-5	-3.2	-3
COc1ccccc1-c1cn[nH]c1-c1ccc(O)cc1O	0	3	0	-9	-1	-0.9	2
CN(C)S(=O)(=O)N1CCC(Oc2cccc(C(=O)N3CCSCC3)c2)CC1	6	.	-1	1	-1	1.0	-5
COC(=O)/C(=C\Nc1ccc(Oc2ccccc2OC(C)C)nc1)NC(=O)c1ccccc1	1	.	-1	-1	-3	1.7	-7
COc1cccc(/C(=N/O)C2CC2c2ccc(Cl)cc2)c1 (stereo not given)	5	.	1	-4	-1	2.4	5
CC/C(Cc1ccccc1)=N\NC(=O)c1cc([N+](=O)[O-])cc([N+](=O)[O-])c1	1	-7	0	-2	.	-0.6	1
COc1ccc(-c2ccc3c(c2)[C@H]2[C@H](CCN2C(=O)C2CCOCC2)[C@H](CO)N3C)cc1	.	-2[16.7 µM]	.	.	.	-0.9	1
N#CC1(NC(=O)CSc2ccccn2)CCCCC1	1	-1	-151	0	-2	5.6	111*
CNC[C@H]1OCCCC[C@@H](C)Oc2ccc(NC(=O)Nc3c(C)noc3C)cc2C(=O)N([C@@H](C)CO)C[C@H]1C	-5	5[16.7 µM]	-1	10	9	-2.1	?
Cc1ccc(NC(=O)c2cc(-c3ccccc3O)n[nH]2)cc1Cl	2	-11	-3	0	1	-1.2	2
CCOC(=O)[C@H]1[C@H]2COc3ccc(OC)cc3[C@@H]2N2C(=O)CN(Cc3ccco3)C(=O)[C@@]12C	5	-9	2	.	.	1.1	-9

Next section; the last 2 above are carried over.
mol	ERp5 inh	miR122 inh	Casp6 inh	ERAP1 inh	SIRT5 block	F508del corr	DENV2 CPE rescue
Cc1ccc(NC(=O)c2cc(-c3ccccc3O)n[nH]2)cc1Cl	2	-11	-3	0	1	-1.2	2
CCOC(=O)[C@H]1[C@H]2COc3ccc(OC)cc3[C@@H]2N2C(=O)CN(Cc3ccco3)C(=O)[C@@]12C	5	-9	2	.	.	1.1	-9
FC(F)(F)c1cccc(-c2cncc(N3CCN(CCN4CCCC4)CC3)n2)c1	2	-1	-29	-4	.	-1.9	-1
CSc1ccccc1OCc1cc(C(=O)NCCC2CCCCO2)no1 (stereo not given)	-3	1	-1	2	-2	1.6	-10
COc1ccc(C(=O)C2CCCN(C(=O)c3n[nH]c4c3CCCC4)C2)cc1OC (stereo not given)	-1	-1	2	-2	-22	2.9	4
CCC(CC)C(=O)c1c[nH]c(C(=O)N2CCN(c3ccccc3F)CC2)c1	-1	0	1	-4	0	-7.4	5
CS(=O)(=O)N1[C@@H](C#N)[C@H](c2ccc(C#CC3CCCCC3)cc2)[C@@H]1CO	0	.	5	2	-1	0.6	-6
CC(C)N(C)c1ncnc2c1ncn2[C@H]1CN(Cc2ccccc2)C[C@@H](CO)O1	6	-5	0	-2	.	-1.3	-8
Cc1cc(C)c2nc(-c3ccccn3)cc(C(=O)n3cccn3)c2c1	3	.	6	-1	-2	1.3	8
CCOC(=O)COc1cccc2c(=O)n(CC(=O)N3CCC(C)CC3)ccc12	8	-2	2	1	-9	1.2	2
Cc1ccc(CN2CCN(C(=O)c3ccncc3)CC2)cc1	-1	-3	0	1	-5	0.2	-2
O=C(N/N=C/c1ccc(N2CCCCC2)o1)c1ccccc1	-6	.	0	1	-8	1.2	7
O=C(CC1S/C(=N/N=C/C=C/c2ccccc2)NC1=O)Nc1ccc(C(=O)O)cc1 (stereo not given)	4	.	5	5	0	1.0	.
CCOC(=O)C1=C(C)NC(C)=C(C(=O)OCC)C1C(=O)OCC(=O)N(C)C1CCS(=O)(=O)C1 (stereo not given)	0	.	0	-2	3	1.6	6
CCOC(=O)c1noc(C)c1C(=O)Nc1nccs1	1	-1	5	-2	-12	0.8	0
CCN(c1ccccc1C(=O)O)S(=O)(=O)c1cccc2nsnc12	3	.	1	-3	-4	-0.7	2
Cc1ccc(S(=O)(=O)Nc2cccc3c2O[C@@H](CN(C)CC2CC2)[C@H](C)CN([C@H](C)CO)C3=O)cc1	-3	6[16.7 µM]	0	2	-2	0.6	?
O=C(CNc1cccc([N+](=O)[O-])c1)N/N=C/c1ccc(F)cc1	0	-4	-2	-5	-1	-1.4	-4
O=c1[nH]c(CN2CCN(c3ccccc3O)CC2)nc2scc(-c3ccccc3Cl)c12	-3	-12	-4	-3	-1	3.4	-3
Cc1cc(C(=O)Nc2cccc3c2O[C@@H](CN(C)S(=O)(=O)c2cn(C)cn2)[C@@H](C)CN([C@H](C)CO)C3=O)n(C)n1	-7	4[16.7 µM]	-2	-1	8	0.0	-8
CCCCn1c(N)c(N(CCC(C)C)C(=O)c2ccc(C)o2)c(=O)[nH]c1=O	3	.	-1	-1	2	-5.0	-5
COc1ccc(-c2ccc(S(=O)(=O)N3CCOCC3)cc2)cc1	2	2	0	0	1	-1.0	-4
C[C@H]1CN([C@@H](C)CO)C(=O)c2c(c3ccccc3n2C)-c2ccccc2CO[C@@H]1CN(C)C(=O)Nc1ccc(-c2ccccc2)cc1	8	.	-2	-1	1	-4.0	9
COc1ccc(-c2nc(CS(=O)CC(=O)NC3CCCCC3)c(C)o2)cc1OC (stereo not given)	5	-4	-3	-1	0	.	.
O=C(C[C@H]1C=C[C@@H](NC(=O)Nc2ccc(C(F)(F)F)cc2)[C@H](CO)O1)NCCN1CCCC1	15	.	-6	-1	3	1.6	3
CCCC#Cc1ccc([C@@H]2[C@H](CO)N3CCCCN(Cc4cccnc4)C[C@@H]23)cc1	2	11[16.7 µM]	0	-2	3	3.3	17
COc1cccc(S(=O)(=O)N[C@@H]2C=C[C@H](CC(=O)NCc3ccc(F)cc3)O[C@H]2CO)c1	14	.	-3	-4	0	-4.6	14
Cc1ccc(-c2noc(CN3C(C)CCCC3C)n2)cc1 (stereo not given)	-1	2	1	3	-1	2.9	4
N=c1c2c(-c3ccccc3)c(-c3ccccc3)n(Cc3ccco3)c2ncn1CCO	2	-43	3	3	-3	.	.
O=C(CCN1CCCCC1)NCC[C@H]1CC[C@@H](NC(=O)C2CCOCC2)[C@@H](CO)O1	5	.	1	3	0	-0.7	14
COc1ccc(OC)c(Cc2nnc(CCC(=O)N3CCN(C4CCCC4)CC3)o2)c1	1	-1	-3	-1	0	2.5	-4
O=C(CSc1nccc2ccccc12)N1CCN(c2ccccn2)CC1	0	8	3	.	.	3.5	1

Shown as a hit in DENV2 CPE rescue, of those listed so far:
mol	ERp5 inh	miR122 inh	Casp6 inh	ERAP1 inh	SIRT5 block	F508del corr	DENV2 CPE rescue
Brc1ccc(-c2nnc(-c3cccnc3)o2)cc1	-1	.	-1	-2	-1	2.6	82*
Nc1[nH]c(C(=O)c2ccc(Br)cc2)c(-c2ccc(F)cc2)c1C(=O)NCCc1c[nH]c2ccccc12	4	.	-3	-1	0	0.8	26*
N#CC1(NC(=O)CSc2ccccn2)CCCCC1	1	-1	-151	0	-2	5.6	111*

(cont.)
mol	ERp5 inh	miR122 inh	Casp6 inh	ERAP1 inh	SIRT5 block	F508del corr	DENV2 CPE rescue
Cc1noc(C)c1S(=O)(=O)Nc1ccc2c(c1)C(=O)N([C@H](C)CO)C[C@H](C)[C@@H](CN(C)Cc1ccc(C(=O)Nc3ccccc3N)cc1)OCCCC[C@@H](C)O2	-3	.	1	4	4	-0.3	6
Cc1ccc(S(=O)(=O)Nc2ccc3c(c2)CC(=O)N([C@@H](C)CO)C[C@@H](C)[C@@H](CN(C)C(=O)Nc2ccccc2)O3)cc1	-3	5[16.7 µM]	22	-2	1	5.7	39*
C[C@@H]1CN([C@@H](C)CO)C(=O)Cc2cc(NS(=O)(=O)c3cccs3)ccc2O[C@H]1CN(C)C	-1	0[16.7 µM]	1	2	0	-2.4	0
CC1(C)CC(=O)C=C(NCc2ccc(C(=O)O)cc2)C1	-2	-4	1	6	-8	-3.2	-6

Some of these compounds in order of their number in ERAP1 inh, largest number first.
Molecule,ERAP1 inh
CC1(C)CC(=O)C=C(NCc2ccc(C(=O)O)cc2)C1,6
Cc1noc(C)c1S(=O)(=O)Nc1ccc2c(c1)C(=O)N([C@H](C)CO)C[C@H](C)[C@@H](CN(C)Cc1ccc(C(=O)Nc3ccccc3N)cc1)OCCCC[C@@H](C)O2,4
C[C@@H]1CN([C@@H](C)CO)C(=O)Cc2cc(NS(=O)(=O)c3cccs3)ccc2O[C@H]1CN(C)C,2
Cc1ccc(S(=O)(=O)Nc2ccc3c(c2)CC(=O)N([C@@H](C)CO)C[C@@H](C)[C@@H](CN(C)C(=O)Nc2ccccc2)O3)cc1,-2

2 entries picked at random from the list so far:
mol	ERp5 inh	miR122 inh	Casp6 inh	ERAP1 inh	SIRT5 block	F508del corr	DENV2 CPE rescue
Cc1ccc(S(=O)(=O)Nc2ccc3c(c2)CC(=O)N([C@@H](C)CO)C[C@@H](C)[C@@H](CN(C)C(=O)Nc2ccccc2)O3)cc1	-3	5[16.7 µM]	22	-2	1	5.7	39*
CC1(C)CC(=O)C=C(NCc2ccc(C(=O)O)cc2)C1	-2	-4	1	6	-8	-3.2	-6
